HEK293 tox: cytotoxic compounds in HEK 293 cells | HEK 293 viability, ATP luminescence (CellTiter-Glo), 48-72 h | Potency, µM (highest dose often 115 µM), inactives show at the highest dose activity change, negative = cytotoxicity, actives largely listed as inhibitors | 94,000 compounds, 6.6% hits | AID 1345083; also: potency is read from the fitted curve at half-maximal effect; nearly all actives have a fitted effect of over 60% in size
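Read-out: CellTiter-Glo ATP luminescence. Cells: HEK 293, 250 cells/well. Exposure: 48 or 72 hr, 37 degree Celsius.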
HEK293 viab: cell viability loss counter-screen. Potency, µM (doses to about 57.1 µM), for the others: at the top dose activity change, negative = cytotoxicity, most hits filed as cytotoxic. 150,000 compounds, 0.12% hits. HEK-293-SNCA-luc viability, GF-AFC fluorescence, 24 h. AID 1671193;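 also: potency is read from the fitted curve at half-maximal effect; 0% = DMSO-treated cells and -100% = medium-only wells without cells; nearly all actives have a fitted effect of over 30% in size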
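Cytotoxicity counterscreen: after 24 h compound treatment of genome-edited SNCA-luciferase HEK-293 cells, live-cell protease substrate GF-AFC read by fluorescence after 30 min; activity scaled between DMSO (0%) and medium-only (-100%), curves Hill-fitted.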
SNCA expr inhib: inhibitors of alpha-synuclein (SNCA) gene expression. HEK-293 SNCA-luciferase knock-in, luminescence, 24 h. Potency, µM (series often up to 57.2 µM), for the others: top-dose activity change, negative = inhibition, most hits filed as inhibitors. 140,000 compounds, 0.17% hits;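 also: potency is read from the fitted curve at half-maximal effect; plate controls were DMSO cells for no effect and cell-free wells for full effect; nearly all actives have a fitted effect of over 45% in size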
NIH3T3 tox: cytotoxic compounds in NIH 3T3 cells; NIH 3T3 viability, CellTiter-Glo ATP luminescence, 48-72 h; Potency, µM (series often up to 96.7 µM), for the others: at the highest dose activity change, negative = cytotoxicity, actives largely listed as inhibitors; 94,000 compounds, 4.3% hits; also: potency is read from the fitted curve at half-maximal effect; nearly all actives have a fitted effect of over 55% in size
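Luminescent ATP readout (CellTiter-Glo, 10 min RT) after 48 or 72 hr compound exposure of NIH 3T3 cells seeded at 400 cells/well in 1536-well format; quantitative HTS.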
Luciferase inh: blocks purified firefly luciferase enzyme activity; P08659; purified P. pyralis luciferase, luminescence, biochemical; Potency, µM (doses to about 115 µM), for the others: at the highest dose activity change, negative = inhibition, usual class: inhibitors; 76,000 compounds, 2.5% hits; AID 1347043; also: potency is read from the fitted curve at half-maximal effect; nearly all actives have a fitted effect of over 65% in size
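Luminescence read by CCD imager after adding enzyme (10nM final) to wells holding compound, titrated in qHTS. Substrates 10uM each D-luciferin and ATP; buffer 50mM Tris acetate pH 7.5, 10mM Mg acetate, Tween-20, BSA.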
IP6K1 inh: blocks human inositol hexakisphosphate kinase 1. Q92551. IP6K1 kinase, ADP-Glo luminescence, 2 h; active compounds read low. activity change, % (series mostly up to about 58 µM). 140,000 compounds, 0.81% hits. AID 1645851; in the data active = activity change below about -25%
Target sequence (Q92551 whole entry, looked up): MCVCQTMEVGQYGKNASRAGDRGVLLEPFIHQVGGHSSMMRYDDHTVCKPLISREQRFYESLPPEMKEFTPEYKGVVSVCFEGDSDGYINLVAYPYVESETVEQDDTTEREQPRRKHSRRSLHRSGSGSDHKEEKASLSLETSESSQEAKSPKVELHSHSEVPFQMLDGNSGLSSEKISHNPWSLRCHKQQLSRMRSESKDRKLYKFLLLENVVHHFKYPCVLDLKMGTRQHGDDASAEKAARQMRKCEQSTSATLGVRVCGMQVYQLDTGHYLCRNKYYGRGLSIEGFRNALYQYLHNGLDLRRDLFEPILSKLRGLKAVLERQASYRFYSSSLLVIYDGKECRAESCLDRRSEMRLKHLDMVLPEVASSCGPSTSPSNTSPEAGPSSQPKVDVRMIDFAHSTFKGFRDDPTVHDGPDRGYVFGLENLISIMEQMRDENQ
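ADP-Glo luminescence measures ADP made by human IP6K1 during a 2 h RT reaction with ATP/IP6 (mix at 1.3 mM/130 uM); top library doses 57.5 and 19.1 uM final.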
GPT2 inhibitor: GPT2 alanine aminotransferase inhibition; AID 1671188; Potency, µM (series often up to 57.7 µM), for inactives: at the top dose activity change, negative = inhibition, hits mostly inhibitors; 100,000 compounds, 0.25% hits; Recombinant GPT2, coupled pyruvate oxidase/HRP Amplex Red fluorescence; also: potency is read from the fitted curve at half-maximal effect; nearly all actives have a fitted effect of over 60% in size; many of its hits are not listed in these tables
Target sequence (Q8TD30 whole entry, looked up): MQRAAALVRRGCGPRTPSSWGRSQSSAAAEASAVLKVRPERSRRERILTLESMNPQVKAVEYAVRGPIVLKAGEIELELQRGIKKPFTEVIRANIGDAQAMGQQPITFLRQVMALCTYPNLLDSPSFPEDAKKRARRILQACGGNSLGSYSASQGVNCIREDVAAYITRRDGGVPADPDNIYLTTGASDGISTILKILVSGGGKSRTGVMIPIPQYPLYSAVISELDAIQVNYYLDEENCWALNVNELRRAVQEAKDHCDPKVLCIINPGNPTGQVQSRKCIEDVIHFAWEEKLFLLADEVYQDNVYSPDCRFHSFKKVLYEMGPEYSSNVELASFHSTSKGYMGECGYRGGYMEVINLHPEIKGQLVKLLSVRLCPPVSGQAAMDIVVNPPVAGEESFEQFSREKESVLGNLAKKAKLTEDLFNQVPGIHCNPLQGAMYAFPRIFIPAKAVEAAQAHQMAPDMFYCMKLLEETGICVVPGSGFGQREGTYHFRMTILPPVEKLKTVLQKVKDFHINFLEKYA
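Fluorescence of coupled pyruvate oxidase/HRP/Amplex Red system (50uM Amplex, 30 min, dark) reports pyruvate formed by GPT2. Enzyme reaction: 10ng/uL GPT2, 2mM L-alanine, 250uM a-KG, 30 min room temperature, pH 7.5; 50uM AOA control.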
Numbers without * were called inactive; & = joins results of further samples; [ ] = another dose, or the depositor's remark. Unless noted, calls follow the shape of the dose curve; as a rule, active = well fitted curve in the direction sought with a large enough effect; inconclusive = small, poorly fitted or top-dose-only effect, or another doubt; inactive = no such curve, though single readings can be large; an effect the other way counts as inactive or inconclusive. Unless noted, % is scaled to controls: 0 for no effect and ±100 for the full control effect.

The opening six records, ahead of the listing:
What do the screens show for `O=C(c1cscn1)N1CCC2(CNS(=O)(=O)c3cnccc3O2)C1` (configuration not stated)?
HEK293 tox: inactive; HEK293 viab: 5%; SNCA expr inhib: -2%; NIH3T3 tox: inactive; IP6K1 inh: 5; GPT2 inhibitor: inconclusive

How did CN1C(=O)CS(=O)(=O)C12CCN(C(=O)c1ccc3c(c1)OCO3)CC2 do in these assays?
HEK293 tox: -29%; HEK293 viab: inconclusive; SNCA expr inhib: -3%; NIH3T3 tox: -13%; Luciferase inh: -7%; IP6K1 inh: -6; GPT2 inhibitor: 2%

How did COc1cccc(CN2Cc3nc(-c4cc5ccccc5o4)ccc3OCC2=O)c1 do in these assays?
HEK293 tox: 79µM*; HEK293 viab: -7%[87.6 µM]; SNCA expr inhib: 1%[87.6 µM]; NIH3T3 tox: inconclusive; Luciferase inh: -28%[172 µM]; IP6K1 inh: -9; GPT2 inhibitor: -9%[88.5 µM]

Results for COC(=O)c1sc(-c2ccccc2)cc1NC(=O)Nc1ccc(Cl)cc1 ?
HEK293 viab: -1%; SNCA expr inhib: -2%; IP6K1 inh: 24

How did CCc1nc2cc(N3CCC(C(=O)NCc4cccnc4)CC3)cnc2nc1CC do in these assays?
HEK293 tox: 3%; HEK293 viab: 29%; SNCA expr inhib: -10%; NIH3T3 tox: inconclusive; Luciferase inh: 0%; IP6K1 inh: -4; GPT2 inhibitor: inactive

Results for COc1cccc(CNC(=O)c2ccc3nnc(-c4ccc(Cl)cc4)n3c2)c1 ?
HEK293 tox: inconclusive; HEK293 viab: -24%; SNCA expr inhib: 33%[activator]; NIH3T3 tox: inconclusive; IP6K1 inh: 3; GPT2 inhibitor: 3%

Main list (from the top)
What do the screens show for `O=C(c1cscn1)N1CCC2(CNS(=O)(=O)c3cnccc3O2)C1` (configuration not stated)?
HEK293 tox: inactive; HEK293 viab: 5%; SNCA expr inhib: -2%; NIH3T3 tox: inactive; IP6K1 inh: 5; GPT2 inhibitor: inconclusive

How did CN1C(=O)CS(=O)(=O)C12CCN(C(=O)c1ccc3c(c1)OCO3)CC2 do in these assays?
HEK293 tox: -29%; HEK293 viab: inconclusive; SNCA expr inhib: -3%; NIH3T3 tox: -13%; Luciferase inh: -7%; IP6K1 inh: -6; GPT2 inhibitor: 2%

How did COc1cccc(CN2Cc3nc(-c4cc5ccccc5o4)ccc3OCC2=O)c1 do in these assays?
HEK293 tox: 79µM*; HEK293 viab: -7%[87.6 µM]; SNCA expr inhib: 1%[87.6 µM]; NIH3T3 tox: inconclusive; Luciferase inh: -28%[172 µM]; IP6K1 inh: -9; GPT2 inhibitor: -9%[88.5 µM]

Results for COC(=O)c1sc(-c2ccccc2)cc1NC(=O)Nc1ccc(Cl)cc1 ?
HEK293 viab: -1%; SNCA expr inhib: -2%; IP6K1 inh: 24

How did CCc1nc2cc(N3CCC(C(=O)NCc4cccnc4)CC3)cnc2nc1CC do in these assays?
HEK293 tox: 3%; HEK293 viab: 29%; SNCA expr inhib: -10%; NIH3T3 tox: inconclusive; Luciferase inh: 0%; IP6K1 inh: -4; GPT2 inhibitor: inactive

Results for COc1cccc(CNC(=O)c2ccc3nnc(-c4ccc(Cl)cc4)n3c2)c1 ?
HEK293 tox: inconclusive; HEK293 viab: -24%; SNCA expr inhib: 33%[activator]; NIH3T3 tox: inconclusive; IP6K1 inh: 3; GPT2 inhibitor: 3%

What do the screens show for `OCCC#Cc1ccc(CN2CCC(CO)(Cc3ccccc3Cl)CC2)cc1`?
HEK293 tox: inconclusive; HEK293 viab: -5%; SNCA expr inhib: 12%; NIH3T3 tox: inconclusive; Luciferase inh: -1%; IP6K1 inh: 2; GPT2 inhibitor: inactive

What do the screens show for `O=C(Nc1ccc(F)cc1)C1CN(C2CCCC2)C(=O)N1` (configuration not stated)?
HEK293 tox: -3%[172 µM]; HEK293 viab: 0%[12.5 µM]; SNCA expr inhib: 2%[87.6 µM]; NIH3T3 tox: -13%[138 µM]; IP6K1 inh: -8; GPT2 inhibitor: inactive

How did Cc1ccc2[nH]c(=O)c3cc(C(=O)N(C)c4ccc(Br)cc4)sc3c2c1 do in these assays?
HEK293 viab: 6%; SNCA expr inhib: -3%; IP6K1 inh: 29

What do the screens show for `C=CCNC(=O)N[C@H]1CCN2C(=O)c3cc(Br)ccc3NC(=O)[C@@H]2C1`?
HEK293 tox: inconclusive; HEK293 viab: 8%[87.6 µM]; SNCA expr inhib: 4%[87.6 µM]; NIH3T3 tox: -19%[174 µM]; Luciferase inh: -6%[172 µM]; IP6K1 inh: -3; GPT2 inhibitor: -6%[88.5 µM]

What do the screens show for `CCNC(=O)C1(CCO)CCN(Cc2ccccc2)C1` (configuration not stated)?
HEK293 tox: -26%; HEK293 viab: 1%; SNCA expr inhib: 27%; NIH3T3 tox: -21%; Luciferase inh: -9%; IP6K1 inh: 9; GPT2 inhibitor: -11%

What do the screens show for `Cc1cc(C(=O)N2C[C@@H](COc3ccccc3)[C@H](C(N)=O)C2)no1`?
HEK293 tox: -14%; HEK293 viab: -7%; SNCA expr inhib: -9%; NIH3T3 tox: -17%; Luciferase inh: -10%; IP6K1 inh: 6; GPT2 inhibitor: -22%

How did COCc1cc(CNC(=O)C2(Oc3ccc(Cl)cc3)CCNCC2)[nH]n1 do in these assays?
HEK293 tox: 5%; HEK293 viab: -12%; SNCA expr inhib: 35%[activator]; NIH3T3 tox: -2%; Luciferase inh: 5%; IP6K1 inh: 22; GPT2 inhibitor: inactive[11.5 µM]

What do the screens show for `CN(Cc1ccccc1C(F)(F)F)Cc1cccc2ccccc12`?
HEK293 tox: inconclusive; HEK293 viab: 18%[87.6 µM]; SNCA expr inhib: -1%[87.6 µM]; NIH3T3 tox: inconclusive; Luciferase inh: -1%[172 µM]; IP6K1 inh: -3; GPT2 inhibitor: -4%[88.5 µM]

What do the screens show for `COc1ccc(-c2nc3ccccc3n3c(-c4ccc(OC)cc4)c4c(=O)n(C)c(=O)n(C)c4c23)cc1`?
HEK293 viab: 4%; SNCA expr inhib: 23%; IP6K1 inh: -20

How did CN1CCN(CCCNC(=O)CN2CC3CC(C2)[C@H]2CCCC(=O)N2C3)CC1 (some centres not stated) do in these assays?
HEK293 tox: 0%; HEK293 viab: -5%; SNCA expr inhib: 14%; NIH3T3 tox: 2%; Luciferase inh: -2%; IP6K1 inh: 16; GPT2 inhibitor: inactive

What do the screens show for `CCOCCNC(=O)c1c(C)noc1-c1ccc(OC)cc1`?
HEK293 tox: -3%; HEK293 viab: 2%; SNCA expr inhib: 4%; NIH3T3 tox: -5%; Luciferase inh: -7%; IP6K1 inh: 14; GPT2 inhibitor: 4%

How did N#Cc1ccccc1CSc1nnc(-c2ccccc2)o1 do in these assays?
HEK293 viab: -5%; SNCA expr inhib: 19%; IP6K1 inh: -3

Results for COc1ccccc1NC(=O)Cn1c(=O)c(CNc2ccc(C)cc2)cc2cc3c(cc21)OCCO3 ?
HEK293 viab: 19%; SNCA expr inhib: 89%[activator]; IP6K1 inh: -1

How did COc1ccc(C(=O)N[C@@H]2CCC[C@@H]2C(=O)NCc2ccc3c(c2)OCO3)cn1 do in these assays?
HEK293 tox: inactive; HEK293 viab: -12%; SNCA expr inhib: -13%; NIH3T3 tox: -5%; Luciferase inh: 3%; IP6K1 inh: 3; GPT2 inhibitor: 1%

What do the screens show for `CCOCC(=O)N1CCCn2ccnc2C1C(C)C` (configuration not stated)?
HEK293 tox: -13%; HEK293 viab: 1%; SNCA expr inhib: -3%; NIH3T3 tox: -12%; Luciferase inh: -11%; IP6K1 inh: 7; GPT2 inhibitor: -5%

What do the screens show for `CC(C)c1ccc(CC(=O)N2CCCc3ncc(C(=O)Nc4cccc(C(F)(F)F)c4)cc32)cc1`?
HEK293 tox: 32µM*; HEK293 viab: -25%; SNCA expr inhib: -17%; NIH3T3 tox: inconclusive; Luciferase inh: 4%; IP6K1 inh: 7; GPT2 inhibitor: -11%

Results for CCCCn1c(CNC(=O)OC(C)(C)C)nc2cccnc21 ?
HEK293 tox: inconclusive; HEK293 viab: -18%[87.6 µM]; SNCA expr inhib: -10%[87.6 µM]; NIH3T3 tox: inconclusive; Luciferase inh: -1%[172 µM]; IP6K1 inh: 1&-1; GPT2 inhibitor: 1%[88.5 µM]

Results for Cc1ccc(NC(=O)Cn2cc3c(n2)CCCC3)cc1Cl ?
HEK293 viab: 2%; SNCA expr inhib: 10%; IP6K1 inh: 21

How did COc1ccc(NC(=O)[C@@H]2C[C@@H](c3cccc(C(F)(F)F)c3)N(C)C2)cc1 do in these assays?
HEK293 tox: inconclusive; HEK293 viab: -22%[87.6 µM]; SNCA expr inhib: -21%[87.6 µM]; NIH3T3 tox: inconclusive; Luciferase inh: -5%[172 µM]; IP6K1 inh: -1; GPT2 inhibitor: -2%[88.5 µM]

What do the screens show for `Cc1ccc(C(=O)/C=C/c2cn(CC(O)CN3CCc4ccccc43)c3ccccc23)cc1` (configuration not stated)?
HEK293 viab: -20%; SNCA expr inhib: 32%[activator]; IP6K1 inh: 12

Results for O=C(c1cccnn1)N1CCC2(CCCN(C3CCOCC3)C2=O)C1 (configuration not stated) ?
HEK293 tox: inactive; HEK293 viab: 0%; SNCA expr inhib: 6%; NIH3T3 tox: 3%; Luciferase inh: 0%; IP6K1 inh: 8; GPT2 inhibitor: inactive

Results for CC(CCc1ccccc1)NC(=O)Cn1c(=O)nc(-c2ccccc2F)c2cc(Cl)ccc21 (configuration not stated) ?
HEK293 viab: 2%; SNCA expr inhib: 16%; IP6K1 inh: -2

What do the screens show for `CN1C(=O)c2cccn2CC1CNC(=O)COc1ccccc1` (configuration not stated)?
HEK293 tox: inactive; HEK293 viab: 3%; SNCA expr inhib: 2%; NIH3T3 tox: inactive; Luciferase inh: -2%; IP6K1 inh: 5; GPT2 inhibitor: 0%

How did Cc1c(-c2nnc(SCC(=O)Nc3ccc(Br)cc3)o2)nnn1-c1ccc(F)cc1 do in these assays?
HEK293 viab: 8%; SNCA expr inhib: 43%; IP6K1 inh: 8

Results for Cc1cccc(C(=O)N2CCCN(Cc3ccncc3)C(c3ccccc3)CC(=O)NCC2)c1 (configuration not stated) ?
HEK293 tox: -13%; HEK293 viab: 1%; SNCA expr inhib: -19%; NIH3T3 tox: -12%; Luciferase inh: 6%; IP6K1 inh: 21; GPT2 inhibitor: inactive

Results for NC(=O)CNC(=O)C1=C[C@@H](Oc2cc(F)ccc2Br)[C@H](O)[C@H](O)C1 ?
HEK293 tox: 2%[172 µM]; HEK293 viab: -1%[87.6 µM]; SNCA expr inhib: inconclusive; NIH3T3 tox: -7%[174 µM]; Luciferase inh: -2%[172 µM]; IP6K1 inh: -11; GPT2 inhibitor: inactive

Bioassay records: PubChem, National Center for Advancing Translational Sciences (NCATS)
